Dengue-2 NS5 capping – Dengue-2 NS5 methyltransferase inhibitors, primary screen, biochemical, confirmation dose response (AID 588689); Dengue-2 NS5 methyltransferase capping enzyme assay, biochemical; higher % means a stronger effect; inhibition, % at 25 µM; hits with a dose series show IC50 in µM; 340,000 tested, 0.3% active; in the data active = a potency from the dose series
* hit, by the source's call.

Dengue-2 NS5 capping | molecule
6.0% | Cc1cccc(-n2c(C)nc3cc(C(=O)NCCN4CCOCC4)ccc32)c1
8.6% | O=C(O)c1c2c(nc3ccc(S(=O)(=O)N4CCC(C(=O)NCc5ccccc5)CC4)cc13)CCCC2
-7.5% | CCCCN1C[C@H](C)[C@@H](CC(=O)NC)C1=O
1.1% | Nc1nc(N)c2cc(Sc3cccc(C(F)(F)F)c3)ccc2n1
-3.9% | C[C@H](CO)N1C[C@H](C)[C@H](CN(C)C(=O)Nc2cccc3ccccc23)OCc2cnnn2CCCC1=O
-6.9% | CCC1(c2ccccc2)CN(C)C1=O (stereo not given)
-6.4% | CC1=C(C(=O)N(C)C)CC(CC(=O)NCc2ccco2)C(=O)N1CCC1=CCCCC1 (stereo not given)
-5.7% | COc1ccc([C@H]2C[C@@H](n3cc(C4CC4)nn3)[C@H](O)CN2Cc2cccs2)cc1
4.6% | COc1ccc(C(=O)c2ccccc2)cc1CN1CCOCC1
-4.0% | O=C(Nc1ccc(NC(=O)c2ccccc2)c2ccccc12)c1ccccc1
0.0% | CCCCCCN1C[C@H](O)[C@@H](n2cc(COC(=O)c3ccccc3)nn2)C[C@@H]1c1ccccc1
3.3% | CN(C)CCCn1c2c(c(SCC(=O)Nc3ccc4c(c3)OCCO4)nc1=O)CCCC2
2.8% | Cc1ccc2nc3n(c(=O)c2c1)-c1cc2ccccc2cc1C(=O)NC3Cc1ccc(O)cc1 (stereo not given)
-1.1% | O=C(Cc1ccc(Cl)cc1)NCC(=O)N1CCC2(CC1)NCCc1[nH]cnc12
0.0% | CCCc1cc(CN(C)C(=O)c2ccc(OC3CCN(C(C)=O)CC3)c(OC)c2)[nH]n1
-26.1% | Cc1ccc(S(=O)(=O)N2C[C@H]3n4c(=O)ccc(=O)n4C[C@H](OC(=O)Nc4cccs4)[C@@]3(O)C2)cc1
-41.7% | COc1ccc(-n2sc3ccccc3c2=O)cc1
2.9% | O=S(=O)(Nc1ccccc1N1CCCC1)c1ccccc1C(F)(F)F
4.5% | Cc1noc(C)c1NC(=O)N(C)C[C@@H]1Oc2cc(Br)ccc2S(=O)(=O)N([C@H](C)CO)C[C@@H]1C
-2.8% | C[C@H](CO)N1C[C@H](C)[C@@H](CN(C)S(=O)(=O)c2cccc(F)c2)OCc2cnnn2CCCC1=O
1.1% | C[C@@H]1CN([C@@H](C)CO)C(=O)CCCn2cc(nn2)CO[C@H]1CN(C)C(=O)c1ccc2ccn(C)c2c1
-0.6% | CCCCCN(C(=O)CCC(=O)OC(C)C(=O)Nc1ccccc1C)c1c(N)n(CCCC)c(=O)[nH]c1=O (stereo not given)
1.1% | CCCCCCN1C[C@H](n2cc(-c3ccc(F)cc3)nn2)[C@@H](O)C[C@@H]1c1ccccc1
1.1% | CCOC(=O)c1c(C)[nH]c(C)c1C(=O)COC(=O)c1nn(CC)c(=O)c2ccccc12
-35.2% | O=c1c2cc(F)ccc2sn1-c1ccccc1Cl
0.0% | CSc1ncccc1C(=O)OC(C)C(=O)Nc1ccc2c(c1)OCCO2 (stereo not given)
-13.6% | COC(=O)C[C@@H]1C[C@@H]2c3cc(NS(=O)(=O)c4ccccc4)ccc3O[C@@H]2[C@@H](CO)O1
-5.8% | C[C@H]1CN([C@@H](C)CO)C(=O)CCCn2nncc2CO[C@H]1CN(C)C(=O)Cc1ccccc1
-4.0% | C[C@@H]1CN([C@@H](C)CO)C(=O)CCCn2nncc2CO[C@@H]1CN(C)S(C)(=O)=O
2.2% | CCOc1ccc(NC(=O)CN(C)C(=O)CCCNC(=O)c2ccc(Cl)cc2)cc1OCC
-0.6% | O=C(CC1SCCNC1=O)NCc1ccccc1 (stereo not given)
-0.6% | Cc1ccc(S(=O)(=O)N(C)C[C@@H]2OCc3cnnn3CCCC(=O)N([C@H](C)CO)C[C@@H]2C)cc1
-4.1% | CCN1C(=O)[C@H]2[C@@H](c3ccc(OC)cc3)N[C@]3(CCCN(Cc4ccc(C)cc4)C3=O)[C@H]2C1=O
-3.4% | O=c1[nH]c(=O)n2c(c1-c1ccccc1)OC(CBr)C2 (stereo not given)
2.9% | CN(Cc1cnn(-c2ccccc2)c1)C(=O)c1ccc(S(=O)(=O)NCc2ccco2)cc1
-4.1% | COC(=O)C[C@H]1C[C@@H]2c3cc(NC(=O)NC4CCCC4)ccc3O[C@@H]2[C@@H](CO)O1
-5.1% | COC(=O)C[C@H]1C[C@@H]2c3cc(NC(=O)Nc4ccc(F)cc4)ccc3O[C@@H]2[C@@H](CO)O1
-4.6% | CCCCC1(CC(=O)OCC)SCCN1C(N)=O (stereo not given)
8.5% | CC(C)(C)Cc1c(-c2ccc(Cl)cc2)nc2ccc(Br)cn12
-6.6% | CCN(CC)c1ccc(C(=O)NNC(=O)C2CCN(c3ncnc4sc(C)c(C)c34)CC2)cc1
2.9% | COc1cccc(NC(=O)COC(=O)c2ccc3c(c2)OCCO3)c1
-4.6% | CCN(CC(=O)Nc1c(F)cccc1F)C(=O)CCCN1C(=O)c2ccccc2C1=O
-6.6% | Cn1c(/N=C(\N)c2ccccc2)nc2ccccc21
1.6% | COc1ccc([C@H]2C[C@@H](O)[C@H](n3cc(C4CC4)nn3)CN2CC2CCCCC2)cc1
-4.0% | CC(C)c1nc(SCC(=O)N2CCCCC2)c2c(=O)n(C)c(=O)n(C)c2n1
2.2% | Cc1cc(C(=O)N2CCCC(CO)(Cc3ccc(F)cc3F)C2)nn1C (stereo not given)
6.6% | Cc1coc2c(C)c3oc(=O)c(CCC(=O)N[C@H](C(=O)O)C(C)C)c(C)c3cc12
4.5% | COc1ccc(CN2C(=O)C(CC(=O)NCCN3CCOCC3)CC(C(=O)N(C)C)=C2C)cc1 (stereo not given)
-15.4% | O=[N+]([O-])c1ccc2c(c1)-c1ccccc1C2O (stereo not given)
-6.9% | COc1ccc(NC(=O)c2ccc3c(c2)CCN3S(C)(=O)=O)cc1

The list goes on.
Dengue-2 NS5 capping | molecule
-6.8% | O=C(c1cccs1)N1C[C@H](n2cc(C3CC3)nn2)[C@@H](O)C[C@@H]1c1ccccc1
2.8% | C[C@@H]1CCCCO[C@H](CN(C)C(=O)Nc2ccc3c(c2)OCO3)[C@@H](C)CN([C@H](C)CO)C(=O)c2cc(NS(=O)(=O)c3ccc(F)cc3)ccc2O1
-4.6% | Cc1ccc(CN2CCC[C@]3(N[C@H](c4ccc(C)cc4)[C@@H]4C(=O)N(C)C(=O)[C@@H]43)C2=O)cc1
0.0% | CSc1ncnc2c1ncn2CCCNCc1ccco1
6.0% | COc1ccc(C(=O)N/C(=C\c2cn(S(=O)(=O)N(C)C)c3ccccc23)C(=O)N2CCCC2)cc1
-9.7% | O=C(COc1ccc(Cl)cc1)N1CCN(S(=O)(=O)c2cc(F)ccc2F)CC1
-5.0% | COc1cc(/C=C/CNC[C@H]2O[C@@H](n3ccc(N)nc3=O)[C@H](O)[C@@H]2O)ccc1O
-1.1% | Cc1cc(C)c2c(=O)n3c(nc2c1)C(CC(C)C)NC(=O)c1cc2ccccc2cc1-3 (stereo not given)
-2.2% | O=C(c1ccccc1F)N1CCC2CC1c1cc(N3CCCCC3)ccc12 (stereo not given)
-2.9% | CC1C(=O)N(Cc2cn(CC3CCCCC3)nn2)CCS(=O)(=O)N1Cc1ccc(-c2ccncc2)cc1 (stereo not given)
8.1% | COc1cc2c(=O)[nH]c3cc([N+](=O)[O-])ccc3c2cc1[N+](=O)[O-]
-7.5% | C[C@H]1CN([C@@H](C)CO)C(=O)CCCn2cc(nn2)CO[C@@H]1CN(C)S(=O)(=O)c1cccc(C#N)c1
-3.9% | Cc1ccsc1C(=O)OCC(=O)NCc1cccs1
-3.4% | O=C(NCCc1ccccc1F)C1CC(=O)N(c2ccc3c(c2)OCCO3)C1 (stereo not given)
0.0% | CSC[C@H]1CN(Cc2ccccc2)C(=O)[C@@H]1CC(=O)Nc1ccccc1
4.4% | CCOc1ccccc1NC(=O)c1ccc2c(O)c(S(=O)(=O)c3ccccc3)c(=O)[nH]c2c1
12.7% | O=C1NC(=O)C(=CC=Cc2ccccc2)S1
7.1% | COc1ccc(Cc2nc3ccc(C(=O)N4CCCCC4CO)cc3o2)cc1OC (stereo not given)
-7.7% | O=C(COC(=O)c1cccc(F)c1)Nc1cccc(S(=O)(=O)N2CCCCC2)c1
-3.5% | C[C@@H]1CN([C@@H](C)CO)C(=O)CCCn2nncc2CO[C@H]1CN(C)C(=O)Nc1cccc2ccccc12
9.9% | O=C(CSc1nnc(-c2cccc(Br)c2)o1)NCC1CCCO1 (stereo not given)
2.3% | COc1ccc(NC(=O)c2ccc(-c3ccc(F)cc3)o2)cc1OC
-1.6% | Cc1ccc(S(=O)(=O)N2CCOCC2)cc1NC(=O)COC(=O)c1ccco1
-0.6% | CCCCCCNC(=O)O[C@H]1C[C@@H]2C(=O)N(c3ccccc3)C(=O)[C@@H]2[C@@H]2CN(S(=O)(=O)c3ccc(C)cc3)C[C@]12O
-14.8% | Cc1ccccc1Nc1n[nH]c(=S)s1

3 entries from above, bar-delimited:
compound | Dengue-2 NS5 capping
C[C@@H]1CN([C@@H](C)CO)C(=O)CCCn2cc(nn2)CO[C@H]1CN(C)C(=O)c1ccc2ccn(C)c2c1 | 1.1%
CCCCCN(C(=O)CCC(=O)OC(C)C(=O)Nc1ccccc1C)c1c(N)n(CCCC)c(=O)[nH]c1=O (stereo not given) | -0.6%
CCCCCCN1C[C@H](n2cc(-c3ccc(F)cc3)nn2)[C@@H](O)C[C@@H]1c1ccccc1 | 1.1%

Back to the main list; the two compounds before the break are reprinted first.
Dengue-2 NS5 capping | molecule
-0.6% | CCCCCCNC(=O)O[C@H]1C[C@@H]2C(=O)N(c3ccccc3)C(=O)[C@@H]2[C@@H]2CN(S(=O)(=O)c3ccc(C)cc3)C[C@]12O
-14.8% | Cc1ccccc1Nc1n[nH]c(=S)s1
-1.1% | C#CCN(C[C@H]1[C@H](OC(=O)Nc2c(C)noc2C)[C@H](OC(=O)Nc2c(C)noc2C)C[C@@H](C(=O)OC)[C@H]1C(=O)OC)S(=O)(=O)c1ccc(C)cc1
6.0% | COc1ccc(C(=O)N2CCOC2CNC(=O)C(=O)NCc2ccccc2)cc1 (stereo not given)
2.3% | C[C@@H]1CN([C@@H](C)CO)C(=O)c2cc(Br)cnc2O[C@@H]1CN(C)C(=O)C1CCCCC1
-2.9% | C[C@H](CO)N1C[C@H](C)[C@@H](CN(C)S(=O)(=O)c2cn(C)cn2)OCc2cnnn2CCCC1=O
-1.7% | CN(C)c1nn2c(-c3ccccc3)nnc2o1
-2.2% | CCOc1cc(/C=C/C(=O)OCC(=O)N(CC)C2CCS(=O)(=O)C2)cc(Cl)c1OC (stereo not given)
-6.3% | O=C(COC(=O)c1cnc(Cl)c(Cl)c1)NC1CCCC1
6.6% | C#CCN(C[C@@H]1[C@@H](OC(=O)NC2CC2)[C@@H](OC(=O)NC2CC2)Cn2c(=O)n(CCCCCC)c(=O)n21)S(=O)(=O)c1ccc(C)cc1
-1.2% | Cc1ccc2c(=O)n3c(nc2c1)C(Cc1ccc(O)cc1)NC(=O)c1cc2ccccc2cc1-3 (stereo not given)
5.0% | Cc1cc(CNC[C@H]2O[C@@H](n3ccc(N)nc3=O)[C@H](O)[C@@H]2O)no1
-1.2% | Cc1ccc(NC(=O)c2nc[nH]c2C(=O)Nc2ccccc2F)cc1
-2.3% | CCCCCC(=O)N1C[C@H](n2cc(-c3ccc(F)cc3)nn2)[C@@H](O)C[C@@H]1c1ccc(Cl)cc1
-4.4% | C[C@@H]1CN([C@H](C)CO)C(=O)c2cc(Br)cnc2O[C@H]1CN(C)C(=O)c1ccccc1
13.7% | COc1ccc(CNC(=O)C2CCN(S(=O)(=O)c3ccc4nc5c(c(C(=O)O)c4c3)CCCC5)CC2)cc1
1.1% | O=C(OCc1ccccc1)N1CCC2CC1c1cc(/C=C/CCCSc3ncccn3)ccc12 (stereo not given)
4.0% | COC(=O)N(C)C[C@@H]1OCc2cnnn2CCCC(=O)N([C@H](C)CO)C[C@@H]1C
-7.5% | CC1C(=O)N(Cc2cn(CCC3OCCCO3)nn2)CCS(=O)(=O)N1Cc1ccc(-c2ccncc2)cc1 (stereo not given)
-2.3% | CC(C)c1ccc(S(=O)(=O)NCCCN2CCOCC2)cc1
-1.1% | CCCCn1nc(C(=O)N(C)Cc2nc3ccccc3c(=O)[nH]2)c2ccccc2c1=O
-2.3% | Nn1c(SCC(=O)NC2CCCC2)nnc1C(F)(F)F
-1.1% | Cn1c(SCC(=O)NCCC2=CCCCC2)nnc1C(F)(F)F
-1.7% | CC(=O)NNc1nc(-c2ccccc2)c2cc(Cl)ccc2n1
3.3% | COc1ccccc1NC(=O)COC(=O)c1c(NC(C)=O)sc(C)c1C
-0.6% | COc1ccc(CCNC(=O)COC(=O)C2=NNC(=O)CC2)cc1
5.2% | Cc1ccc([C@@H]2CC(=O)[C@@H]3CN(S(=O)(=O)c4ccc(C)cc4)[C@H](c4ccccc4)C[C@@H]3N2S(=O)(=O)c2ccc(Cl)cc2)cc1

The final 5 records of the section above open the next one:
Dengue-2 NS5 capping | molecule
-1.1% | Cn1c(SCC(=O)NCCC2=CCCCC2)nnc1C(F)(F)F
-1.7% | CC(=O)NNc1nc(-c2ccccc2)c2cc(Cl)ccc2n1
3.3% | COc1ccccc1NC(=O)COC(=O)c1c(NC(C)=O)sc(C)c1C
-0.6% | COc1ccc(CCNC(=O)COC(=O)C2=NNC(=O)CC2)cc1
5.2% | Cc1ccc([C@@H]2CC(=O)[C@@H]3CN(S(=O)(=O)c4ccc(C)cc4)[C@H](c4ccccc4)C[C@@H]3N2S(=O)(=O)c2ccc(Cl)cc2)cc1
-7.4% | Cc1nc(Br)c(Br)n1Cc1ccccc1
-2.3% | N#CC1(NC(=O)CSc2nnc(C3CC3)n2N)CCCCC1
-0.6% | CCOC(=O)c1c(-c2cc(OC)c(OC)c(OC)c2)csc1N
0.6% | O=S(=O)(NCCS(=O)(=O)N1CCN(c2ccc(F)cc2)CC1)c1ccc(F)cc1
5.0% | C[C@@H]1CN([C@@H](C)CO)C(=O)CCCn2nncc2CO[C@@H]1CN(C)C(=O)Nc1ccnc(N2CCOCC2)c1
-2.2% | COc1ccc(CCNC(=O)CC(=O)N/N=C\c2ccc(OCC(N)=O)cc2)cc1OC
-6.4% | Cc1noc(C)c1S(=O)(=O)Nc1ccc2c(c1)C(=O)N([C@H](C)CO)C[C@H](C)[C@H](CN(C)C(=O)NC(C)C)OCCCC[C@@H](C)O2

Source: PubChem (Southern Research Specialized Biocontainment Screening Center)

Only part of the results is shown; count on the stated rates, not on these rows.
